# ANO1 activ: mouse TMEM16A channel activation, primary screen. Q8BHY3. HEK293 TMEM16A/YFP-H148Q/I152L, iodide quench fluorescence; hits give low values. B-score at 10 µM. 340,000 compounds, 0.3% hits;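 active means fluorescence-ratio B-score plate-corrected deviation score at least 3 library SD below zero, with starting fluorescence score within 5 deviations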;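 further: channel opened by trigger with iodide after compound preincubation; score built on the fluorescence ratio of max minus min over baseline; more negative score means more quench and so TMEM16A activation or potentiation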
# MrgX1 agonist: activates human MrgX1 receptor signaling; AID 588627; 310,000 compounds, 0.44% hits; B-score at 10 µM; MrgX1-HEK293 cells, Fluo-4 calcium fluorescence, agonist mode; hits give high values;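 active means calcium response B-score plate-corrected fluorescence ratio at least 3 library SD, with starting fluorescence B-score inside 5 SD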
#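 Test system: HEK293 cells stably expressing human MrgX1 receptor; Input: fifteen thousand cells per well; Dosing: compound delivered in addition one of three; Schedule: overnight seeding, then 1 h dark dye loading; Technique: Fluo-4 NW calcium fluorescence; Measure: B-scored fluorescence response ratio; Controls: positive and negative controls per plate.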
# MrgX1 PAM: allosterically activates human MrgX1 receptor signaling; B-score at 10 µM; MrgX1-HEK293, Fluo-4 calcium flux, FDSS; hits give high values; Q96LB2; AID 588675; 310,000 compounds, 0.63% hits;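 active means plate-corrected calcium response at least 3 library SD above typical, normal starting fluorescence, not activating the receptor alone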;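 further: compound read alongside a low EC10 to EC30 dose of BAM8-22 agonist; peak minus trough fluorescence over baseline measured at the second addition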
# TMEM16A inh: inhibitors of mouse TMEM16A calcium-activated chloride channel. Q8BHY3. HEK293 TMEM16A/YFP iodide influx fluorescence, ionomycin. normalized B-score (activity score, 25-100; higher = stronger inhibition) at 10 µM. 310,000 compounds, 1.2% hits. AID 588511;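 active means ratio plate-corrected score three or more library SD toward inhibition, starting fluorescence score within five deviations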;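 further: score derived from kinetic fluorescence span divided by baseline fluorescence per well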
# TRPC4 inh: blocks the mouse TRPC4 cation channel. 300,000 compounds, 0.39% hits. B-score at 10 µM. Q9QUQ5. HEK293 TRPC4beta/mu-opioid, DAMGO-evoked Fluo4 calcium flux; hits give low values;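 active means B-score over 3 SD under the library average, no early fluorescence shift, positive overall ratio signal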
#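 System: stable TRPC4beta/mu-opioid receptor HEK293 cells; Dosing: single-point compound dosing; Measured by: Fluo4 Ca2+ flux fluorescence; Read-out basis: per-well B score of integrated baseline-normalized Fluo4 ratio.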
# RGS4 inh: inhibitors of human RGS4. HEK293 M3R/RGS4 inducible, Fluo-4 calcium flux; hits give high values; triggered by carbachol at its EC20. B-score at 10 µM. 310,000 compounds, 0.45% hits;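 active means B-score, a plate-corrected calcium signal, over three deviations above library mean, with baseline fluorescence within five deviations of library mean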;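 further: RGS4 expression induced by doxycycline in cells with stable M3 receptor; B-score is computed from the integrated fluorescence ratio over baseline after carbachol; higher B-score means a larger calcium signal and so more RGS4 inhibition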
# TRPC6 activator: activates the mouse TRPC6 cation channel; 310,000 compounds, 0.13% hits; AID 2550; B-score at 10 µM; HEK293-TRPC6 membrane potential dye fluorescence; hits give high values;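 active means B-score of the integrated fluorescence ratio above library mean plus 3 SD, and starting fluorescence ratio within library mean plus 5 SD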;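 further: higher score means more depolarization so channel activation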
# Target sequence (Q61143 whole entry, looked up): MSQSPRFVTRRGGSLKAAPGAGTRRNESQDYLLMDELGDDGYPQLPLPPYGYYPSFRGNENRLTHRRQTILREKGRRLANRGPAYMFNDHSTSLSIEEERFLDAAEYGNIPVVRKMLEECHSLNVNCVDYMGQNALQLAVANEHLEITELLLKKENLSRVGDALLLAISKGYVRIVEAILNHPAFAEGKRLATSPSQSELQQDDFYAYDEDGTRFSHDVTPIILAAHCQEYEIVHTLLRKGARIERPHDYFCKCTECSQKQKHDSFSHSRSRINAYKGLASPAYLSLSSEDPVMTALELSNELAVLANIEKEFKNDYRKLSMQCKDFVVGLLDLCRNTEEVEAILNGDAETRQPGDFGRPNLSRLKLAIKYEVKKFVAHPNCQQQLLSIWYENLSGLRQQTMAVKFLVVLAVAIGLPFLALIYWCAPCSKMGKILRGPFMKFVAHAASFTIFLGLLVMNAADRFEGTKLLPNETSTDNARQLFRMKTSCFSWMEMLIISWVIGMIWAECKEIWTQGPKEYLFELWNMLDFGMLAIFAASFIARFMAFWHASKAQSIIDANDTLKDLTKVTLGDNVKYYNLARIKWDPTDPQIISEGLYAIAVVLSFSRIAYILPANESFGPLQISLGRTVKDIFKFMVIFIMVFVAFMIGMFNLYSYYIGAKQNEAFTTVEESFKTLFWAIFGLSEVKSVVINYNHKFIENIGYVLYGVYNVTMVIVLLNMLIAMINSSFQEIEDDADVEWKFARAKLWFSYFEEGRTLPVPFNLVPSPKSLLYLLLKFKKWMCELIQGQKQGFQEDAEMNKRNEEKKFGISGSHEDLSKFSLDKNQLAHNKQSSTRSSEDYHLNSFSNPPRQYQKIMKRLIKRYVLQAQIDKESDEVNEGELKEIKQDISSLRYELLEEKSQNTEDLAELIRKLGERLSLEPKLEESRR
# TRPC4 act: TRPC4 (mouse) channel activation. Q9QUQ5. HEK293 TRPC4beta/mu-opioid, Fluo4 calcium fluorescence; hits give high values. B-score at 10 µM. 310,000 compounds, 0.49% hits. AID 2237;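 active means B-score above 5 SD of library B-scores, and initial fluorescence ratio not above library mean plus 5 SD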;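 further: positive B-score marks a calcium rise read as TRPC4 activation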
#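 System: HEK293 cells stably co-expressing mouse TRPC4beta and mu-opioid receptor; Schedule: Fluo4 dye loading 45 min at room temperature, 110 s recording; Detection: Fluo4 fluorescence, kinetic; Evaluation: B-scored integrated calcium fluorescence ratio; Controls: buffer (low) and maximal DAMGO (high).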
# TRPC6 inh: blocks the mouse TRPC6 cation channel; 310,000 compounds, 1.1% hits; HEK293-TRPC6, membrane potential dye, ACh-evoked depolarization; hits give low values; AID 2553; B-score at 10 µM;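 active means B-score under library mean minus 3 SD, initial fluorescence not abnormally high, positive integrated signal ratio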;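 further: B-score derived from integrated fluorescence ratio over the kinetic read; more negative B-score means stronger inhibition of depolarization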
# MrgX1 antag: human MrgX1 receptor antagonism, primary screen; Q96LB2; MRGX1-HEK293 calcium flux, Fluo-4, BAM8-22 antagonism; hits give low values; B-score at 10 µM; 310,000 compounds, 1.3% hits; AID 588676;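 active means calcium-response B-score plate-corrected more than 3 library SD below zero, starting fluorescence within 5 deviations, no agonist response on first addition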;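 further: peak minus trough fluorescence over baseline after final BAM8-22 challenge near maximal dose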
# TRPC4 PAM: TRPC4 (mouse) allosteric potentiation | B-score at 10 µM | HEK293 TRPC4beta/mu-opioid, DAMGO EC20, Fluo-4 Ca2+ flux; hits give high values | AID 2227 | 310,000 compounds, 0.42% hits | Q9QUQ5;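 active means B-score of calcium response area above 5 SD of library B-scores, with initial fluorescence ratio within 5 SD of library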;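 further: B-score of integrated fluorescence ratio over time as area under calcium response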
# Numbers without * were called inactive; i = inactive; · = not tested or not shown.
SMILES,ANO1 activ,MrgX1 agonist,MrgX1 PAM,TMEM16A inh,TRPC4 inh,RGS4 inh,TRPC6 activator,TRPC4 act,TRPC6 inh,MrgX1 antag,TRPC4 PAM
COc1ccc(-c2nc(-c3ccccc3OC)no2)cc1OC,i,i,i,i,i,i,i,i,i,i,i
CSCCC(Nc1ccc(S(=O)(=O)N2CCOCC2)cc1[N+](=O)[O-])C(=O)OCC(=O)NCC(C)C (stereo not given),i,i,i,i,i,i,i,i,i,i,i
CCOC(=O)COc1ccc2c3c(c(=O)oc2c1)CCCC3,i,i,i,i,i,i,i,i,i,i,i
CCOc1ccc(OCC)c(NC(=O)C2CCN(c3ncccn3)CC2)c1,i,i,i,i,i,i,i,i,i,i,i
Cc1cc(C)c2oc(C(=O)NCc3ccccc3)cc(=O)c2c1,i,i,i,i,i,i,i,i,i,i,i
COc1cc2[nH]c(C(=O)NCc3ccccc3)cc2c(OC)c1OC,i,i,i,i,i,i,i,i,i,i,i
Cc1ccc(NC(=S)N(CCN2CCOCC2)Cc2ccccc2F)cc1,i,i,i,i,i,i,i,i,i,i,i
Cc1ccccc1NC(=O)c1c(C)nn(-c2ccccc2)c1Cl,i,i,i,i,i,i,i,i,i,i,i
O=C(CN1C(=O)NC2(CCCC2)C1=O)Nc1cccc(Cl)c1Cl,i,i,i,i,i,i,i,i,i,i,i
CCC(C)Nc1nnnc2c1sc1nc3c(cc12)COC(C)(C)C3 (stereo not given),i,i,i,i,i,i,i,i,i,i,i
O=C(COc1ccc2c3c(c(=O)oc2c1)CCC3)NCC(O)c1ccccc1 (stereo not given),i,i,i,i,i,i,i,i,i,i,i
CCCCn1c(SCC(=O)Nc2cc(C)on2)nnc1-c1cccnc1,i,i,i,i,i,i,i,i,i,i,i
Cc1cc(C)cc(CC2CC(=O)N(c3ccc([N+](=O)[O-])cc3)C2=O)c1 (stereo not given),i,i,i,i,i,i,i,i,i,i,i
COc1ccc(/C=N/S(=O)(=O)c2ccc(C)cc2)cc1,i,i,i,i,i,i,i,i,i,i,i
Cc1cccc(NC(=O)c2oc(=O)c3ccccc3c2-c2ccccc2)c1C,i,i,i,i,i,i,i,i,i,i,i
CN1C(=O)/C(=C/c2ccc(OCc3ccc(C(=O)O)cc3)c(Cl)c2)NC1=S,i,i,i,i,i,i,i,i,i,i,i
COc1cc(/C=N/n2cnnc2-n2nc(C)cc2C)cc([N+](=O)[O-])c1O,i,i,i,i,i,i,i,i,i,i,i
COc1ccc(-c2cn[nH]c2-c2ccc(OCc3ccc(F)cc3)cc2O)cc1OC,i,i,i,i,i,i,i,i,i,i,i
COc1ccc(NC(=O)Cc2coc3cc(C)ccc23)cc1S(=O)(=O)N1CCOCC1,i,i,i,i,i,i,i,i,i,i,i
Cc1cc(/C=C(\C#N)C(=O)NCc2ccco2)c(C)[nH]1,i,i,i,i,i,i,i,i,i,i,i
CCNc1nc(NCC)nc(N(n2cnnc2)S(=O)(=O)c2ccc(C)cc2)n1,i,i,i,i,i,i,i,i,i,i,i
CCn1c(SCC(=O)Nc2ccc(C)cc2)nc2nc3c(cc2c1=O)COC(C)(C)C3,i,i,i,i,i,i,i,i,i,i,i
COc1ccc(CNc2nc(-c3ccccc3)nc3ccccc23)cc1OC,i,i,i,i,i,i,i,i,i,i,i
C#CC[N+]1(CC#Cc2cccc3ccccc23)CCOCC1,i,i,i,i,i,i,i,i,i,i,37*
CN(C(=O)CSc1ncnc2scc(-c3ccccc3)c12)C1CCS(=O)(=O)C1 (stereo not given),i,i,i,i,i,i,i,i,i,i,i
COC(=O)c1c(C(=O)NCc2ccccc2)ncn1CC(O)COc1ccccc1 (stereo not given),i,i,i,i,i,i,i,i,i,i,i
CCCCC1CCC(C(=O)NCc2ccc3c(c2)OCO3)CC1 (stereo not given),i,i,i,i,i,i,i,i,i,i,i
COc1ccc(C(c2nnnn2C2CCCC2)N2CCC(C)CC2)c(OC)c1 (stereo not given),i,i,i,i,i,i,i,i,i,i,i
Cc1cc2nc(C3CCN(Cc4nnnn4Cc4ccccc4)CC3)[nH]c2cc1C,i,i,i,i,i,i,i,i,i,i,i
CCCOc1ccc(OCCOCCN2CCc3ccccc3C2)cc1,i,i,i,i,i,i,i,i,i,i,i
CC(=O)Nc1ccc(S(=O)(=O)Nc2ccc(Cl)nn2)cc1,i,i,i,i,i,i,i,i,i,i,i
COc1ccc(Cl)cc1NS(=O)(=O)c1c(C)[nH]c(=O)[nH]c1=O,i,i,i,i,i,i,i,i,i,i,i
O=C(c1cnc2n(c1=O)CCS2)N(c1ccccc1)C1CCCCC1,i,i,i,i,i,i,i,i,i,i,i
Cc1ccc(C(=O)COc2ccccc2-c2ccccc2)cc1C,i,i,i,i,i,i,i,i,i,i,i
CCOc1cccc(-c2c(C(=O)N/N=C(\C)c3cccnc3)nnn2-c2nonc2N)c1,i,i,i,i,i,i,i,i,i,i,i
CC1(CCC(=O)N2CCCC(N3CCN(c4cccc(C(F)(F)F)c4)CC3)C2)CC1 (stereo not given),i,i,i,i,i,i,i,i,i,i,i
Cc1cccc(Nc2nc(-c3ccccc3)c(C(=O)Nc3cccnc3)s2)c1,i,i,i,i,i,i,i,i,i,i,i
COc1ccc(C2=C(C)C(N3CCN(C(=O)c4ccco4)CC3)=NS2(=O)=O)cc1,i,i,i,i,i,i,i,i,i,i,i
CN(C)c1nc(Nc2ccc(Cl)c(Cl)c2)nc(N(C)C)n1,i,i,i,i,i,i,i,i,i,i,i
CCC(CC)C(=O)c1c[nH]c(C(=O)NCCCn2ccnc2)c1,i,i,i,i,i,i,i,i,i,i,i

# Entries above marked active in TRPC4 PAM.
structure | ANO1 activ | RGS4 inh | TRPC6 activator | TRPC4 act | MrgX1 antag | TRPC4 PAM
C#CC[N+]1(CC#Cc2cccc3ccccc23)CCOCC1 | i | i | i | i | i | 37*

# Going on with the list:
SMILES,ANO1 activ,MrgX1 agonist,MrgX1 PAM,TMEM16A inh,TRPC4 inh,RGS4 inh,TRPC6 activator,TRPC4 act,TRPC6 inh,MrgX1 antag,TRPC4 PAM
O=C(Nc1cccc2ncccc12)c1ccc(-c2ccc(Cl)cc2Cl)o1,i,i,i,i,i,i,i,i,i,i,i
COc1ccc(NC(=O)COC(=O)c2ccc(S(=O)(=O)N(C)c3ccccc3OC)cc2)cc1OC,i,i,i,i,i,i,i,i,i,i,i
CC(C)C(NC(=O)c1ccccc1NC(=O)c1ccccc1)C(=O)NCCCn1ccnc1 (stereo not given),i,i,i,i,i,i,i,i,i,i,i
COC(=O)c1ccc(NC(=O)C(=O)N2CCN(C(=S)Nc3ccc(OC)cc3)CC2)cc1,i,i,i,i,i,i,i,i,i,i,i
CN(C)CCCN=Cc1c(O)n(Cc2ccc3c(c2)OCO3)c(=O)c2ccccc12,·,i,i,i,i,i,i,i,i,i,i
Brc1ccc(-c2ncc(-c3ccccc3)cn2)cc1,i,i,i,i,i,i,i,i,i,i,i
CCOC(=O)N1CCC(N(C(=O)Nc2ccc(Cl)c(Cl)c2)C(C)CC)CC1 (stereo not given),i,i,i,25*,i,i,i,i,-6.4*,i,i
COc1ccccc1C(=O)NCCN=C1NS(=O)(=O)c2ccccc21,i,i,i,i,i,i,i,i,i,i,i
CCc1ccc(NC(=S)Nc2cccc3cnccc23)cc1,i,i,i,i,i,i,i,i,i,i,i
Cc1ccc(-c2nn(C)c(=O)c3ccccc23)cc1S(=O)(=O)NCCN1CCOCC1,i,i,i,i,i,i,i,i,i,i,i
C#Cc1ccc([C@H]2C=C(C(=O)N3CCN(Cc4ccccc4)CC3)O[C@@H](OCC)[C@@H]2CCCO)cc1,i,i,i,i,i,i,i,i,i,i,i
CCOC(=O)CC1COCCN1Cc1cn[nH]c1-c1cc(OC)c(OC)c(OC)c1 (stereo not given),i,i,i,i,i,i,i,i,i,i,i
CN(C(=O)CN1C(=O)S/C(=C\c2ccccc2Cl)C1=O)C1CCS(=O)(=O)C1 (stereo not given),i,i,i,i,i,i,i,i,i,i,i
CCC(CC)NC(=O)Nc1cccc(C)c1C,i,i,i,i,i,i,i,i,i,i,i
CCN(CC)S(=O)(=O)c1ccc2c(c1)c(=O)c(C(=O)N1CCN(c3ccccc3)CC1)cn2C,i,i,i,i,i,i,i,i,i,i,i
Cc1cc2cc3c(cc2nc1SCC(=O)Nc1ccccc1)CCC3,i,i,i,i,i,i,i,i,i,i,i
Cc1cc(=O)oc2cc(OC(C)C(=O)NC3CCCC3)ccc12 (stereo not given),i,i,i,i,i,i,i,i,i,i,i
CCOC(=O)N1CCc2c(sc3c2c(=O)n(-c2ccc(CC)cc2)c(=O)n3CC(=O)NCC2CCCO2)C1 (stereo not given),i,i,i,i,i,i,i,i,i,i,i
Cc1cccc(OCCCc2c(C)n[nH]c2C)c1,i,i,i,i,-6*,i,i,i,i,i,i
c1ccc(-c2cc3c(N4CCN(c5ncccn5)CC4)ncnc3s2)cc1,i,i,i,i,i,i,i,i,i,i,i
C[C@H](NC(=O)c1nc[nH]c1C(=O)N1CCc2ccccc2C1)C(=O)OC(C)(C)C,i,i,i,i,i,i,i,i,i,i,i
O=C(Nc1ccc2c(c1)CN(Cc1ccc(CO)o1)CC2)c1ccc(C(F)(F)F)cc1,i,i,i,i,i,i,i,i,i,i,i
Cc1sc2ncnc(N[C@@H](Cc3ccccc3)C(=O)O)c2c1C,i,i,i,i,i,i,i,i,i,i,i
CC(C)OCC(O)CS(=O)Cc1ccccc1 (stereo not given),i,i,i,i,i,i,i,i,i,i,i
O=C(c1ccc(N2CCOCC2)cc1[N+](=O)[O-])N1CCOCC1,i,i,i,i,i,i,i,i,i,i,i
Cc1oc(-c2cc(F)ccc2F)nc1CN1CCN(c2ncnc3ccccc23)CC1,i,i,i,100*,i,i,i,i,i,i,i
CC(C)(C)c1ccc(OCC(=O)Nc2ccc3c4c(cccc24)C(=O)NC3=O)cc1,i,·,·,·,i,i,i,i,i,·,i
